Assay outcomes (PubChem)
HGIII-sPLA2 inh: human group III sPLA2 inhibitors, primary screen, biochemical, QFRET, BODIPY PC-A2 liposome substrate | QFRET BODIPY PC-A2 liposome hydrolysis, fluorescence | 0.56% of 370,000 active | Group 3 secretory phospholipase A2 (Homo sapiens), Q9NZ20 | AID 743126, 2013 | inhibition, % at 12.2 µM;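 active = inhibition above mean plus 3 SD of compounds lying within the high and low control bounds, cut at about 19% in these data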;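 note: 0% = median of test compound wells and 100% = no enzyme DMSO wells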
PG9 binder: binders of HIV-1 gp120 antibody PG9, primary screen, biochemical, TR-FRET | HIV-1 gp120 / PG9 antibody interaction | TR-FRET gp120-PG9 antibody binding | inhibition, % at 6.7 µM | 0.43% of 360,000 active; in the data active = inhibition above about 8.5%
Rev-erbA mod: modulators of Rev-erb alpha DNA binding, primary screen, biochemical, FITC-DNA, fluorescence polarization, uHTS; Nuclear receptor subfamily 1 group D member 1 (Homo sapiens), P20393; Rev-erbα–FITC-DNA binding, 90 min; activity, % at 10 µM; 0.79% of 370,000 active; AID 1259318, 2017;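 active = activity above about 14%, limit read from the data; passing the limit was not always enough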;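 note: 0% = DMSO wells with 35 nM protein and 100% = DMSO wells with 750 nM protein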
Target sequence (P20393 whole entry, looked up): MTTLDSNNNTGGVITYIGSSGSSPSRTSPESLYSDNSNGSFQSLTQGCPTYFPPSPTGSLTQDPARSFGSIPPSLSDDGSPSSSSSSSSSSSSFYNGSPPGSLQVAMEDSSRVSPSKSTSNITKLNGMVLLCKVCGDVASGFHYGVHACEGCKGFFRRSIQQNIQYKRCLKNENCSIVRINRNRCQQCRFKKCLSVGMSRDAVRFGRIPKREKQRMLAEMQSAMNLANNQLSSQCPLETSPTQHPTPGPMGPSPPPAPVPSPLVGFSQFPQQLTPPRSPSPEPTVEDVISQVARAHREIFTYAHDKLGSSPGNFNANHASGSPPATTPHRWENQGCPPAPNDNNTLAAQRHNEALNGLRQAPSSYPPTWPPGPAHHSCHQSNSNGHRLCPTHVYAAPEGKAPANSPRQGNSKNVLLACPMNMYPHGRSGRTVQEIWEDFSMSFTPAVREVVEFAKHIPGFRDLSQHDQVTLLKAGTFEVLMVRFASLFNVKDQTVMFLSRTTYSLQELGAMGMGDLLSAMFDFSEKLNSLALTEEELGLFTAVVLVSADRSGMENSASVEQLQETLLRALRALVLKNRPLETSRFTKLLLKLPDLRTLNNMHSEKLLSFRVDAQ
DAX1 inh-1: DAX1 (NR0B1) inhibitors, primary screen, cell-based, HEK293, Gal4-DAX1, luciferase luminescence; Nuclear receptor subfamily 0 group B member 1 (Homo sapiens), P51843; HEK293 Gal4-DAX1 luciferase reporter; inhibition, % at 6.75 µM; 0.99% of 340,000 active; AID 504766, 2011;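 active = inhibition above the mean over all tested compounds plus 3 SD, cut at about 4.2% in these data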;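 note: 0% = DAX1-transfected cells with DMSO and 100% = empty-vector control cells with DMSO; inhibition shows as a rise in luminescence from relieved DAX1 repression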
Target sequence (P51843 207-470 limits assumed): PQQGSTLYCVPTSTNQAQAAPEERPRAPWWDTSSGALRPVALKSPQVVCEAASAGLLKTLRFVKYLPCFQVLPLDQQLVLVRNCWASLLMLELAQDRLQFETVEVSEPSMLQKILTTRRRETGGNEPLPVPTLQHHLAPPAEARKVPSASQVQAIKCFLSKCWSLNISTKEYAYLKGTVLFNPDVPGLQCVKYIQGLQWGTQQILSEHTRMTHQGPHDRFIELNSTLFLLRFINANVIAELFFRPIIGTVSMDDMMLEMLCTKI
PLCb3 inh: human PLC-beta3 inhibitors, primary screen, biochemical, fluorescence. AID 720704, 2013. inhibition, % at 12.2 µM. 1-phosphatidylinositol 4,5-bisphosphate phosphodiesterase beta-3 (Homo sapiens), Q01970. Purified PLC-beta3, fluorogenic substrate. 0.18% of 370,000 active; in the data active = inhibition above about 11%;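 note: 0% = median of compound wells on plate and 100% = full blocker control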
hcDAF12 agonist: H. contortus DAF-12 nuclear receptor activators, primary screen, cell-based, luminescence, HEK293, lit1-tk-luc reporter; HEK293 hcDAF-12 lit1-tk-luc reporter; 0% DMSO, 100% Δ7-dafachronic acid; activation, % at 6.8 µM; 1.4% of 370,000 active; AID 652067, 2013;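 active = activation above the mean of all tested compounds plus 3 SD, cut at about 5.5% in these data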;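 note: 100% = response to 3 µM Δ7-dafachronic acid high control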
hgDAF-12 ag: H. glycines DAF-12 receptor agonists, primary screen, cell-based, luminescence, HEK293, GAL4 fusion, UAS-luciferase. 1.8% of 370,000 active. Nuclear hormone receptor DAF-12 (Heterodera glycines), GAL4 fusion. HEK293 GAL4-hgDAF12 UAS-luciferase reporter, agonist luminescence; normalized to butyrate control. AID 687014, 2013. activation, % at 6.8 µM;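 active = activation above a cutoff set at the mean of all screened compounds plus 3 SD, cut at about 10% in these data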;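 note: 0% = DMSO wells and 100% = sodium butyrate wells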
DAX1 inh-2: DAX1 (NR0B1) inhibitors on StAR promoter, primary screen, cell-based, luminescence, SF-1 (NR5A1), full-length DAX-1. inhibition, % at 6.8 µM. 1.1% of 370,000 active. AID 652010, 2013. HEK293T StAR-luciferase reporter, SF-1/DAX-1 repression relief;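 active = inhibition above the mean over all tested compounds plus 3 SD, cut at about 3.6% in these data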;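 note: 0% = DAX-1 cells with DMSO and 100% = cells lacking DAX-1 with DMSO; higher inhibition means more luminescence from relief of DAX-1 repression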
FXN GAA850 act: FXN promoter activators, primary screen, cell-based, luciferase luminescence, HEK293 lucGAA850; HEK293 lucGAA850 FXN promoter luciferase reporter, 24 h; percent of 10 µM SAHA response; activation, % at 6 µM; 0.56% of 360,000 active;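 active = activation above the average of all compounds screened plus 3 SD, cutoff fixed separately per campaign, cut at about 7.5% in these data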;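 note: 0% = DMSO wells and 100% = 10 µM SAHA wells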
ssDAF-12 act: S. stercoralis DAF-12 nuclear receptor activators, primary screen, cell-based, luminescence, HEK293, GRIP1 co-expression, lit1-tk-luc; 1% of 370,000 active; activation, % at 6.8 µM; HEK293 ssDAF-12/GRIP1 lit1-tk-luc reporter; % of 3 µM dafachronic acid response;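 active = activation above the mean over all tested compounds plus 3 SD, cut at about 0.9% in these data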;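 note: 0% = DMSO-only wells and 100% = 3 µM delta7-dafachronic acid wells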
SMARCA2 act: SMARCA2 (BRM) function activators, primary screen, cell-based, luminescence, high throughput | MG213 cells, MMTV-luciferase reporter, dexamethasone, overnight | activation, % at 9.1 µM | 1% of 370,000 active; in the data active = activation above about 7.8%;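 note: 0% = vehicle wells and 100% = reference activator wells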
Active calls of the source: *; · = no result given. An excerpt. The share of hits here may be higher or lower than overall.

SMILES | HGIII-sPLA2 inh | PG9 binder | Rev-erbA mod | DAX1 inh-1 | PLCb3 inh | hcDAF12 agonist | hgDAF-12 ag | DAX1 inh-2 | FXN GAA850 act | ssDAF-12 act | SMARCA2 act
Nc1ncnc2c1ccn2[C@@H]1O[C@H](CO)[C@@H](O)[C@H]1O | 2 | -0.2 | 3 | -5.5 | 2 | -3.0 | -6.2 | -5.8 | -16 | -2.2 | -8
Cc1ccc(-c2cc(-c3ccccc3)cc(-c3ccccc3)[n+]2-c2ccc(C(=O)O)cc2)cc1 | 7 | -4.0 | 1 | 1.4 | -172 | -1.2 | 0.3 | 0.1 | 1.2 | -1.1 | -1
C[C@@H]1CNCCN1c1ccc(N2CC[C@@H](O)C2)c(C#N)c1 | -2 | -0.5 | -6 | · | -23 | -2.4 | 4.4 | 1.0 | · | -1.1 | 4
O=C(C[N+]12CCC(CC1)C(OC(=O)c1ccccc1)C2)c1ccc([N+](=O)[O-])cc1 (configuration not stated) | 22* | -0.5 | -1 | 0.1 | -6 | 1.9 | -1.1 | -0.2 | 0.3 | -1.4 | -6
CC1CCN(CCc2nc3ccccc3[nH]2)CC1 | 0 | 0.7 | -1 | -0.6 | -8 | 0.8 | -1.3 | 0.1 | 3.4 | -1.2 | -1
C[C@]12CCC3C(CC[C@H]4C[C@@H](O)CC[C@]34C)C1C[C@@H](Br)[C@H]2O (some centres not stated) | 1 | 0.2 | -3 | · | 2 | -0.1 | -1.0 | 0.2 | 0.7 | -1.1 | -3
CN1CCc2nc(SCc3cccc(Br)c3)c(C#N)cc2C1 | 13 | 0.7 | 3 | 1.7 | -68 | -1.7 | 0.4 | 0.2 | 2.4 | -1.0 | -7
CCOP(=O)(OCC)C(NC(=O)c1ccc(C)cc1)=C(Cl)Cl | 2 | -2.5 | -3 | 0.2 | 1 | -1.4 | -0.9 | -0.3 | 0.0 | -0.7 | 2
CCCCCCn1c(O)c(C=NC2CCN(Cc3ccccc3)CC2)c(=O)[nH]c1=O | -6 | 0.5 | -2 | 0.1 | 1 | -1.6 | -0.2 | -1.6 | 1.1 | -1.5 | -4
O=c1[nH]c(=S)n(-c2ccccc2F)c(O)c1C=Nc1ccc(N2CCOCC2)cc1 | 7 | -2.1 | -2 | 0.0 | -11 | -1.1 | -2.6 | -1.1 | -0.7 | -1.7 | 0
O=C(c1ccc2c(c1)ncn2C1CCCCC1)N1CCC2(CC1)OCCO2 | -1 | -0.2 | 2 | · | 3 | -1.2 | 0.0 | -1.0 | · | -1.2 | 1
COC(=O)Nc1nc2ccccc2[nH]1 | -1 | 0.7 | -6 | 0.1 | 2 | 0.1 | 4.5 | -2.4 | -4.2 | -0.4 | -2
COC(=O)C1=C(c2cccc(C#N)c2)C[C@@H]2CC[C@H]1N2C(=O)NC1Cc2ccccc2C1 | 2 | -0.1 | -3 | -0.2 | 1 | -1.9 | 0.1 | 0.0 | -0.8 | -1.5 | 1
OC(CNCc1ccccc1)c1ccc(Cl)cc1 (configuration not stated) | 6 | 0.5 | 1 | 0.2 | 1 | -1.8 | 0.0 | -0.9 | -1.9 | -1.0 | -4
CC12CCCCC1=[N+]([O-])CN2O (configuration not stated) | 0 | -1.6 | -2 | 0.2 | 6 | -2.1 | -2.4 | 0.1 | -3.1 | -0.7 | -1
COC(=O)C1=C(c2ccc(F)cc2OCc2ccccc2)C[C@@H]2CC[C@H]1N2C(=O)NC(C)C | -8 | 0.5 | 8 | 0.0 | 4 | -3.1 | -3.4 | -0.3 | -4.9 | -1.8 | 0
Fc1ccc(CNCCc2ccccc2F)cc1 | 1 | 0.3 | -7 | -0.8 | 2 | 0.5 | -0.6 | -0.3 | -0.3 | -1.4 | -3
Cc1ccc(N2C(=O)/C(=C/N3CCN(C(=O)c4ccco4)CC3)C(=O)NC2=S)cc1C | -16 | 1.4 | 3 | 0.8 | -5 | -0.3 | -0.1 | 0.4 | -0.1 | -0.9 | -6
C=CCn1c(O)c(C(C)=NCc2ccc3c(c2)OCO3)c(=O)[nH]c1=O | -2 | -1.0 | 2 | 1.1 | -1 | -0.1 | 1.2 | -0.3 | 0.8 | -1.2 | -3
COC(=O)CCCC(NC(=S)N1CC2C[C@@H](C1)Cn1c2cccc1=O)C(=O)OC (some centres not stated) | -2 | -3.6 | 2 | 0.4 | -5 | -1.7 | -0.3 | 0.3 | 1.3 | -1.0 | 3
Cn1c(O)c(C=Nc2ccccc2Sc2ccccc2)c(=O)n(C)c1=O | 0 | -2.3 | 5 | -0.5 | -11 | -1.4 | -0.7 | -0.2 | 0.5 | -1.6 | 0
C[C@]12CCC3C(CC[C@H]4C[C@H](O)CC[C@]34C)C1C[C@H](O)[C@@H]2O (some centres not stated) | 1 | -1.6 | -2 | -0.8 | -5 | 0.0 | 1.5 | 1.2 | -0.3 | -1.4 | -4
O=C1CC(N2CC=C(c3ccc(F)cc3)CC2)C(=O)N1c1ccc(F)cc1 (configuration not stated) | -13 | -3.2 | -3 | 0.1 | -17 | 0.3 | -1.6 | 0.8 | -0.7 | -0.8 | 5
CSc1ccc(C(c2c(O)c3ccccc3oc2=O)c2c(C)n(C)n(-c3ccccc3)c2=O)cc1 (configuration not stated) | -1 | -1.4 | 8 | 1.4 | -9 | 0.2 | -1.4 | 0.3 | 1.4 | -1.5 | 7
O=C(C(=O)N1CCOCC1)c1cn(CCCOc2ccccc2)c2ccccc12 | 0 | 0.3 | 0 | 0.2 | -6 | 0.7 | -1.0 | -0.3 | -1.4 | -1.3 | -2

Next part
SMILES | HGIII-sPLA2 inh | PG9 binder | Rev-erbA mod | DAX1 inh-1 | PLCb3 inh | hcDAF12 agonist | hgDAF-12 ag | DAX1 inh-2 | FXN GAA850 act | ssDAF-12 act | SMARCA2 act
c1ccc2nc(OCCN3CC3)ccc2c1 | -2 | -2.5 | 1 | · | -19 | 2.8 | 1.8 | 0.0 | · | -0.9 | 2
CCOC(=O)CC(NC(=O)C(Cc1ccc(N(CCCl)CCCl)cc1)NC(C)=O)C(=O)OCC (configuration not stated) | -2 | -1.4 | -2 | 0.5 | 1 | 0.9 | -1.5 | 0.6 | -1.1 | -0.7 | -3
CCCOP(=O)(OCCC)C(NC(=O)c1ccccc1)=C(Cl)Cl | 1 | 0.2 | 1 | -0.9 | 2 | -2.6 | 0.8 | -0.3 | 0.4 | -1.2 | -2
CCC/C(=N\O)c1c[nH]c2ccccc12 | -14 | -2.4 | 5 | 2.8 | -3 | 6.3* | 3.9 | -0.7 | 1.2 | 0.3 | 0
CN1CCN(c2ncnc3c2cnn3C)CC1 | 1 | -1.6 | 0 | · | 2 | 2.1 | 0.3 | 0.2 | 0.6 | -1.8 | -2
O=c1[nH]c(=S)n(Cc2ccc(F)cc2)c(O)c1C=NCC1CCCO1 (configuration not stated) | 0 | -0.9 | 2 | 6.2* | 0 | -2.1 | 2.0 | -0.7 | 1.9 | -1.4 | -2
COc1ccc(/C=C2\C(=O)NC(=S)N(C)C2=O)cc1C | -3 | 0.7 | 0 | -0.4 | -6 | -1.4 | -0.3 | 0.4 | 0.9 | -0.8 | -1
COc1ccc2c(CCN)c[nH]c2c1 | 15 | -0.9 | -3 | 3.0 | -7 | 2.7 | 0.2 | 1.1 | 3.3 | -0.1 | 5
C=CC1CN2CCC1CC2C(OC(C)=O)c1ccnc2ccc(OC)cc12 (configuration not stated) | -1 | 0.3 | -1 | 1.8 | -4 | -2.7 | -3.3 | -0.5 | -0.6 | -1.3 | -2
Cc1cccn2c(NCC3CCCO3)c(C(C)C)nc12 (configuration not stated) | 3 | -0.4 | -2 | -1.3 | -157 | 1.5 | 0.0 | -0.6 | -1.6 | -1.4 | 0
C=CCOC(=O)c1ccccc1N | -3 | -0.3 | 1 | 0.8 | 5 | -3.1 | -4.5 | 0.8 | -0.2 | -1.2 | -3
CN1C(=O)C(c2ccccc2)C(=O)N(C)C1=O | -16 | -1.1 | -1 | · | -1 | 0.2 | 4.0 | 1.0 | 1.1 | -0.3 | -4
CCc1nn(CC(=O)N2CCC3(CC2)OCCO3)c(=O)c2cccn12 | 5 | 0.5 | 0 | 0.2 | -3 | 0.9 | -1.0 | -0.8 | 2.5 | -1.4 | 5
Cc1ccc(CN2CCN(Cc3ccccc3)CC2)cc1 | 6 | 0.7 | -4 | -1.4 | -3 | 0.3 | -2.5 | 0.1 | 1.1 | -1.2 | -3
CCCCn1c(=O)c(C=Nc2ccc(Cl)cc2)c(O)n(Cc2ccco2)c1=O | -11 | -3.6 | 2 | -1.3 | -5 | 1.1 | -1.5 | -0.3 | 0.8 | -1.4 | 3
COC(=O)C1=C(c2cc3ccccc3o2)C[C@@H]2CC[C@H]1N2C(=O)NCc1ccco1 | -6 | -0.7 | 2 | -0.2 | 1 | -2.2 | -2.4 | -0.7 | -3.2 | -1.3 | 0
COc1ccc(OCC#CCN2CCC(C)CC2)cc1 | -7 | 1.4 | 3 | -1.4 | 4 | 1.1 | 0.6 | 0.1 | 1.6 | -1.6 | -2
O=C(Cc1ccccc1)OCC(=O)N1CCN(S(=O)(=O)c2ccc(Cl)cc2)CC1 | -11 | -0.8 | -1 | -1.0 | -8 | 0.3 | -0.5 | 1.5 | 2.2 | -0.9 | -1
O=C(c1ccccc1F)N1CCC2(CC1)OCCO2 | 3 | 0.5 | 6 | -0.6 | -4 | -0.9 | -0.2 | 0.4 | -0.1 | -0.6 | -2
O=C(NC1CN2CCC1CC2)c1cc(Cl)c([N+](=O)[O-])c2nc[nH]c12 (configuration not stated) | 0 | -0.9 | 0 | 1.8 | 2 | -3.8 | -3.2 | 0.2 | -2.7 | -0.5 | -2
CCOC(=O)c1c(C)n(C(C)C)c2ccc(OC(=O)c3ccc(N4C(=O)CCC4=O)cc3)cc12 | -10 | -4.0 | -7 | 3.0 | 6 | -0.7 | -1.1 | -0.3 | 0.5 | -1.9 | 6
O=C1NC(=O)N(Cc2ccc(F)cc2)C(=O)/C1=C/c1cccs1 | -4 | -1.7 | 5 | 1.8 | -19 | 0.6 | 1.9 | 0.3 | 1.3 | -1.5 | -3
